# Screening results: PubChem, several laboratories
# HIF-2a inh: HIF-2a reporter inhibitors, primary screen, luminescence, 786-0 RCC cells; 786-0 RCC cells HIF-2a reporter, luciferase luminescence, overnight; inhibition, % at 18.8 µM; 360,000 tested, 0.72% active;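 active = inhibition of the luminescence signal of 40% or more relative to plate controls, in a single-dose primary screen at 18.75 µM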
# CaV13 FRET inh: Disruptors of the CACNA1D IQ motif to Ca2+-dependent inactivation inhibitor domain association, primary screening, Förster resonance energy transfer in intact living …; inhibition, % at 12.3 µM; AID 743397; 340,000 tested, 0.098% active; HEK cells, CFP/YFP FRET ICDI-IQ, plate reader, 10 min; percent FRET-ratio fall versus neutral wells;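 active = mean replicate inhibition of at least 30% and at least 1% of replicates passing that level; inconclusive = only one of the two criteria is met; inactive = neither criterion is met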;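 also: 0% = median of the neutral control wells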
# NR2E3 ag-1: NR2E3 agonists in two-hybrid cells, primary screen, cell-based, luminescence, CHO-S, Gal4-NCOR/VP16-NR2E3; Photoreceptor-specific nuclear receptor (Homo sapiens), Q9Y5X4; luciferase; inhibition of corepressor binding, % at 3.98 µM; 360,000 tested, 0.35% active; AID 602229, 2012;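 active = inhibition above the mean of all tested compounds plus 3 SD, cut at about 70% in these data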;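 also: 0% = DMSO with NR2E3 transfected cells and 100% = cells lacking NR2E3 construct; higher means lower luciferase signal from less NR2E3 corepressor binding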
# Target sequence (Q9Y5X4 whole entry, looked up, the tested form may be a part): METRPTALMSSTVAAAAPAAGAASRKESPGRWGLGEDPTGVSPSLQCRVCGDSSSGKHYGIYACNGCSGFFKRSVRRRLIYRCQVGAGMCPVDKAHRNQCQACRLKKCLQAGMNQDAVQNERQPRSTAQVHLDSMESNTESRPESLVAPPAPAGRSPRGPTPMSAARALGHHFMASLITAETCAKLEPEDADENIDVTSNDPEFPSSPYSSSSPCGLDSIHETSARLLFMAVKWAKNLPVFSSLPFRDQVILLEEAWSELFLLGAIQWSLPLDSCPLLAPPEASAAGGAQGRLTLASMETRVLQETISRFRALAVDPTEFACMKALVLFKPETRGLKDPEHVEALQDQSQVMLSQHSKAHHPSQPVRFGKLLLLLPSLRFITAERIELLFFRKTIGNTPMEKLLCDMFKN
# Vif inh: HIV Vif self-association inhibitors, primary screen, imaging, HEK293T, single point; HEK293T cells, Vif self-association by quenched fluorescence, 24 h; AID 602346, 2012; inhibition, % at 7.49 µM; 340,000 tested, 0.35% active; in the data active = inhibition above about 50%, passing the limit was not always enough; inconclusive = no clear call, values can overlap the other calls; inactive = below about 31%; also: some results filed as inactive read as strong as hits
# Peg3 promoter: Peg3 promoter-driven luciferase inhibitors, primary screen, cell-based, HeLa, luciferase luminescence | HeLa PEG-Prom luciferase reporter, overnight | inhibition, % at 20 µM | 360,000 tested, 1.7% active | AID 588405, 2011;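 active = inhibition of at least 50% at 20 µM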
# aDG glyco up: activators of alpha-DG glycosylation, primary screen, uHTS, Pro5-aDG cells, AlphaScreen. 360,000 tested, 0.22% active. alpha-DG glycosylation AlphaScreen (IIH6); 0% Pro5, 100% B10-LARGE cell signal. activation, % at 10 µM;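 active = activation of at least 8% versus controls, or a plate z-score of at least 8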;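 also: Pro5 are CHO cells carrying HIG-tagged alpha-DG that lacks glycosylation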
# PDI inh: inhibitors of human PDI, primary screen, biochemical, turbidity, single point, plate reader; PDI insulin aggregation turbidity, A650, 90 min; inhibition, % at 10 µM; 350,000 tested, 0.052% active; AID 588391, 2011;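 active = mean inhibition across replicates of 30% or more, whatever share of single replicates reach that level; inconclusive = mean inhibition below 30% while every single replicate reaches 30%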;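 also: absorbance from insulin aggregation driven by PDI reduction with DTT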
# Target sequence (P07237 whole entry, looked up): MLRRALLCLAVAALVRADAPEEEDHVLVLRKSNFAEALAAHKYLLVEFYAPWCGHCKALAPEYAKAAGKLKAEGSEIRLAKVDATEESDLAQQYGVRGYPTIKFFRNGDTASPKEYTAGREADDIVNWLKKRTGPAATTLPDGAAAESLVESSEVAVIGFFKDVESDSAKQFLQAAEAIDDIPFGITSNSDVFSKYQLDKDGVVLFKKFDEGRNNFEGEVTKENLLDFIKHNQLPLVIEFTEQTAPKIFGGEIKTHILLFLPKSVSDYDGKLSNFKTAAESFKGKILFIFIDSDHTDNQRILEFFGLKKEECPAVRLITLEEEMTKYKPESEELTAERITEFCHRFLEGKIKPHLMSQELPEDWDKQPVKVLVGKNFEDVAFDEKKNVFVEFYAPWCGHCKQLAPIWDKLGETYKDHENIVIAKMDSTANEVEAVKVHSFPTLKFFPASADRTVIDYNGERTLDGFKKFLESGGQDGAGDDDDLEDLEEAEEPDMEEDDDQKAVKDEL
# Granule exo inh: LAMP-1 surface exposure blockers, TALL-104 cells – cell-based, flow cytometry, MLPCN library, primary screen. 360,000 tested, 0.66% active. inhibition, % at 10 µM. TALL-104 LAMP-1 surface exposure; cells stimulated with thapsigargin and PMA;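 active = inhibition above about 55%, limit read from the data; inconclusive = no clear call, values can overlap the other calls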
# TRPM1 prom inh: inhibitors of MITF-dependent TRPM1 promoter reporter, primary screen, cell-based, SK-MEL-5, single point, luciferase; SK-MEL-5 TRPM1 promoter luciferase, 24 h; inhibition, % at 12.5 µM; 330,000 tested, 0.83% active; AID 488899, 2010;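 active = mean inhibition across replicates of 60% or more, whatever share of single replicates reaches that level; inconclusive = some that reach 60%, reason not given; inactive = mean inhibition across replicates below 60%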; also: values of inactives mirror those of a sister screen read the other way
# NR2E3 ag-2: inhibitors of NR2E3-RetCOR corepressor binding, primary screen, NR2E3 agonist project, biochemical, TR-FRET, GST-NR2E3, biotin-RetCOR. inhibition of corepressor binding, % at 4.78 µM. AID 2300, 2010. 1536-well. 320,000 tested, 0.12% active;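 active = percent inhibition above the cutoff of mean plus 3 SD of all tested compounds, set per screening campaign, cut at about 20% in these data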;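 also: 0% = DMSO wells and 100% = biotin wells as full block of FRET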
#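 Material – GST-tagged NR2E3 plus biotinylated RetCOR corepressor · Quantity – NR2E3 fusion 1.35 nM · Times – 5 h incubation at 4 °C · Medium – pH 7.5 Tris-based buffer · Technique – TR-FRET, Eu(K)-anti-GST donor, streptavidin-D2 acceptor, ex 340, em 617/671 nm · Benchmarks – high control biotin, low control 0.6% DMSO · Format – 1536-well plates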
# hiPSC survival: enhancers of single-cell hiPSC survival, primary screen, ATPlite luminescence. 100% = ROCK inhibitor wells, 0% = DMSO. survival enhancement, % at 20 µM. 360,000 tested, 0.044% active. AID 602274, 2012; in the data active = survival enhancement above about 18%;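 also: cells exposed to compounds for 16 hours before the ATP read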
# Active calls of the source: *; ? = inconclusive; . = no result given.
SMILES,HIF-2a inh,CaV13 FRET inh,NR2E3 ag-1,Vif inh,Peg3 promoter,aDG glyco up,PDI inh,Granule exo inh,TRPM1 prom inh,NR2E3 ag-2,hiPSC survival
COc1ccc(/C=N/NS(=O)(=O)c2ccccc2)cc1OS(=O)(=O)c1ccc(C)cc1,7,-7,10,-16,25,0.2,-3,?,5,-1,-1.6
COc1ccccc1N1CCN(S(=O)(=O)CCNC(=O)CCc2ccccc2)CC1,15,-15,36,-2,-8,-0.3,1,-2,.,.,1.3
Cn1c(-c2ccc(Br)cc2)cnc1NCc1cccnc1,-4,-4,-6,9,11,1.5,-1,5,-1,2,2.6
Cc1cc(C)c(S(C)(=O)=O)c(Sc2ccc(Cl)cc2)n1,4,-5,15,-17,-1,0.1,7,-2,5,0,11
COc1ccccc1S(=O)(=O)Cc1ccc(C(=O)N2CCN(c3ccccc3)CC2)o1,16,-6,-2,-4,9,0.2,-2,1,9,2,5.4
COC(=O)Cc1c(C)c2c(O)cc(C)cc2oc1=O,-20,.,10,-3,-8,-0.1,6,-1,-11,1,10
Oc1ccc(/C=N/Nc2ncnc3nc[nH]c23)cc1,13,5,-83,6,13,0.0,7,-5,-2,-4,0.1
COc1ccc(-c2csc(NC(=O)CSc3nc(C)nc4sc(C(=O)O)c(C)c34)n2)cc1,0,5,11,-4,-1,0.1,-6,7,1,3,-0.4
CS(=O)(=O)N(CC(=O)N1CCC(C(N)=O)CC1)c1cc(C(F)(F)F)ccc1Cl,14,-2,-3,1,9,1.7,-4,1,-8,3,-2.5
CCOC(=O)c1cc(-c2ccncc2)nc2c1c(C)nn2C,28,-6,-31,9,9,0.2,-4,1,12,0,-0.7
CCn1cc(C(=O)N(C)CC(OC)OC)c(=O)c2cc(S(=O)(=O)N3CCOCC3)ccc21,10,-5,11,-5,-1,0.0,3,-1,-6,1,-0.4
O=C(COC(=O)c1ccccc1Br)NCc1ccccc1,-18,-20,17,-2,-52,-0.4,-7,-3,-9,3,-0.7
CCCc1c(-c2cccc(Br)c2)ncn1Cc1ccccc1OC,8,-5,-16,.,.,0.0,.,2,.,.,2.5
O=C(O)c1ccccc1CSc1nc2ccccc2o1,-166,-1,-164,-3,-209,-0.1,-6,3,-41,1,-0.8
CSc1ccc(CN2CCN(Cc3ccccc3)C(CCO)C2)cc1 (stereo unspecified),4,-5,1,6,5,-0.1,0,-6,5,-2,-0.3
CCCCc1ccc(S(=O)(=O)NC(=O)C2(C)CCN2C(=O)c2cccc(F)c2)cc1 (stereo unspecified),12,-5,-8,-8,2,0.0,11,-4,.,.,-0.5
CC(C)Cn1c(N)c(C(=O)COC(=O)C2CC(=O)N(c3ccc4c(c3)OCCO4)C2)c(=O)n(C)c1=O (stereo unspecified),10,-2,-18,-3,4,-0.1,-2,0,-8,-3,-0.2
CCOc1ccc(CC(=O)NNC(=S)NCCc2ccccc2)cc1,24,-1,6,5,4,0.1,0,-2,5,1,-0.6
CCC1SC2=NC(C)=C(C(=O)OC)C(c3cccs3)N2C1=O (stereo unspecified),7,1,-11,-9,-4,-0.4,1,1,0,3,1.1
Cc1c(/C=C/C(=O)c2ccc(O)cc2)cnn1C,-201,-4,-34,5,-276,-0.2,6,-7,-14,0,-0.1
O=C(CSc1nc2ccccc2c(=O)n1-c1ccccc1Cl)Nc1cccc(S(=O)(=O)N2CCOCC2)c1,17,-5,-7,-6,20,0.1,-1,-6,7,25*,9.6
COc1ccc(CNC(=O)C2(CC3CC(c4ccccc4)=NO3)CCN(C(=O)Cc3ccc(F)cc3)CC2)cc1 (stereo unspecified),8,-12,-13,-4,14,-0.1,-4,-11,-11,-1,-0.5
CC(NS(=O)(=O)c1cccc(C(=O)N(C)Cc2ccc(N3CCOCC3)cc2)c1)c1ccccc1 (stereo unspecified),4,-6,6,-2,24,-0.3,-1,-3,.,.,3.0
COc1ccc(S(=O)(=O)Nc2c(C(=O)O)[nH]c3ccccc23)cc1,9,-3,-5,-6,2,0.1,3,-1,13,3,-0.4
Cc1ccc(NC(=O)CO/N=C(\N)c2nonc2N)cc1,-24,-7,-20,0,-35,-0.1,6,0,-20,1,6.1

# Part of the list above, set out differently.
> CCOc1ccc(CC(=O)NNC(=S)NCCc2ccccc2)cc1
  HIF-2a inh: 24	CaV13 FRET inh: -1	NR2E3 ag-1: 6	Vif inh: 5	Peg3 promoter: 4	aDG glyco up: 0.1	PDI inh: 0	Granule exo inh: -2	TRPM1 prom inh: 5	NR2E3 ag-2: 1	hiPSC survival: -0.6
> O=C(CSc1nc2ccccc2c(=O)n1-c1ccccc1Cl)Nc1cccc(S(=O)(=O)N2CCOCC2)c1
  HIF-2a inh: 17	CaV13 FRET inh: -5	NR2E3 ag-1: -7	Vif inh: -6	Peg3 promoter: 20	aDG glyco up: 0.1	PDI inh: -1	Granule exo inh: -6	TRPM1 prom inh: 7	NR2E3 ag-2: 25*	hiPSC survival: 9.6
> COc1ccc(S(=O)(=O)Nc2c(C(=O)O)[nH]c3ccccc23)cc1
  HIF-2a inh: 9	CaV13 FRET inh: -3	NR2E3 ag-1: -5	Vif inh: -6	Peg3 promoter: 2	aDG glyco up: 0.1	PDI inh: 3	Granule exo inh: -1	TRPM1 prom inh: 13	NR2E3 ag-2: 3	hiPSC survival: -0.4
> CCn1cc(C(=O)N(C)CC(OC)OC)c(=O)c2cc(S(=O)(=O)N3CCOCC3)ccc21
  HIF-2a inh: 10	CaV13 FRET inh: -5	NR2E3 ag-1: 11	Vif inh: -5	Peg3 promoter: -1	aDG glyco up: 0.0	PDI inh: 3	Granule exo inh: -1	TRPM1 prom inh: -6	NR2E3 ag-2: 1	hiPSC survival: -0.4

# Next compounds follow:
SMILES,HIF-2a inh,CaV13 FRET inh,NR2E3 ag-1,Vif inh,Peg3 promoter,aDG glyco up,PDI inh,Granule exo inh,TRPM1 prom inh,NR2E3 ag-2,hiPSC survival
Cc1nc(SC(C)C(=O)Nc2c(C)n(C)n(-c3ccccc3)c2=O)nc(C)c1C (stereo unspecified),3,-5,-4,-2,-3,-0.1,-4,1,9,6,0.9
CCN(C(=O)c1cccc(S(=O)(=O)N2CCCCC2)c1)C1CCS(=O)(=O)C1 (stereo unspecified),9,-7,-23,-11,15,-0.2,6,2,0,.,-0.4
CCOc1ccc(N(C)S(=O)(=O)c2ccc(-c3ccc(=O)[nH]n3)s2)cc1,3,-6,-2,1,15,-0.5,0,-10,1,1,-0.1
C=CCNC(=O)c1oc2ccc(S(=O)(=O)N(CC)CC)cc2c1C,-2,-3,14,0,10,-0.1,-5,2,10,1,5.2
COc1ccc(CN2CCN(C3CCC3)CC2CCO)c(F)c1 (stereo unspecified),14,-3,10,-1,17,0.0,-1,2,15,.,-0.8
O=C1CCCc2[nH]nc(-c3cccnc3)c21,15,-5,5,6,-4,-0.1,-2,3,-7,3,-0.8
C[N+](C)(C)C(Cc1ccccc1)C(=O)[O-] (stereo unspecified),0,.,-18,-5,-4,0.0,.,-1,3,-3,-2.7
CSc1nncn1/N=C/c1ccc([N+](=O)[O-])cc1,11,-7,-30,-4,-1,3.2,-2,-3,-9,2,-1.4
S=c1[nH]c(-c2ccccc2)cn1/N=C/c1cccnc1,-22,-4,4,-1,-4,0.0,7,-2,-3,3,0.0
CCSc1oc(-c2ccco2)nc1S(=O)(=O)c1ccc(C)cc1,1,-2,-11,2,30,0.0,-4,29,-4,0,-0.5
COc1cc(NC(=O)CCc2nnc3ccc(NCc4ccco4)nn23)cc(OC)c1,10,-5,-6,-5,17,0.0,-8,1,11,-1,0.1
O=C(NCCN1CCC(n2c(=O)[nH]c3ccccc32)CC1)c1ccc(C(F)(F)F)cc1C(F)(F)F,-15,-10,21,.,.,1.1,.,0,.,.,-0.5
Cc1ccc(C(=O)Nc2ncc(Cc3ccccc3)s2)o1,-153,-2,17,-9,-132,0.0,3,0,-30,0,-1.9
O=C(CN1C(=O)NC2(CCCCC2)C1=O)Nc1cccc(S(=O)(=O)N2CCOCC2)c1,11,-5,-16,0,13,-0.1,-2,-4,4,1,0.6
Cc1ccc(C(C)C)c(OCC(=O)Nn2c(C)nc3ccccc3c2=O)c1,16,.,-14,-5,6,0.2,-2,-6,12,2,-5.1
CC(C)N1CCc2c(sc(NC(=O)c3ccc(S(=O)(=O)N4CCCCC4C)cc3)c2C(N)=O)C1 (stereo unspecified),12,-5,-1,3,68*,0.8,1,33,36,0,-0.3
Cc1ccc(NC(=O)COC(=O)C2CCC(=O)N2)c([N+](=O)[O-])c1 (stereo unspecified),11,-2,-9,-7,7,-0.3,-2,8,0,-3,-0.6
COc1ccc(S(=O)(=O)NC2CCCC2)c(OC)c1,12,-5,-8,-2,17,-0.5,-2,-4,7,-1,-0.2
COc1ccc(CCNC(=O)c2ccc3c(c2)N(Cc2ccc(C)cc2)CCS3)cc1OC,-1,.,-31,-1,24,-0.2,0,16,5,1,0.2
COc1cc(CC(=O)Nc2cccc(SC)c2)cc(OC)c1OC,11,-7,18,-16,18,3.7,-2,7,25,1,-1.6
CC(=O)c1ccc(S(=O)(=O)N2CCN(c3nc4c(C)c(C)ccc4cc3C#N)CC2)cc1,-18,-7,11,.,11,3.2,2,1,3,13,-2.4
CN(C)c1nc2ncn(Cc3ccccc3)c2c(=O)[nH]1,8,-2,4,5,4,0.8,-10,1,-9,1,0.3
COc1cccc(CC(=O)Nc2ccc(S(=O)(=O)Nc3nc(C)cc(C)n3)cc2)c1,13,-3,-21,-2,17,0.2,3,2,3,-6,-0.3
O=C(COC(=O)C1CCN(S(=O)(=O)c2cccc3cccnc23)CC1)c1ccc([N+](=O)[O-])cc1,6,1,-10,16,7,-0.1,-5,-2,8,0,-1.7

# Single records, as listed above. Order of values: HIF-2a inh | CaV13 FRET inh | NR2E3 ag-1 | Vif inh | Peg3 promoter | aDG glyco up | PDI inh | Granule exo inh | TRPM1 prom inh | NR2E3 ag-2 | hiPSC survival
# CCC1SC2=NC(C)=C(C(=O)OC)C(c3cccs3)N2C1=O (stereo unspecified) as listed: 7 | 1 | -11 | -9 | -4 | -0.4 | 1 | 1 | 0 | 3 | 1.1
# CC(C)Cn1c(N)c(C(=O)COC(=O)C2CC(=O)N(c3ccc4c(c3)OCCO4)C2)c(=O)n(C)c1=O (stereo unspecified) as listed: 10 | -2 | -18 | -3 | 4 | -0.1 | -2 | 0 | -8 | -3 | -0.2
